# D3 ag: qHTS of D3 Dopamine Receptor Agonist: qHTS; max activation, %; D(3) dopamine receptor (Homo sapiens), P35462; D3R DiscoveRx beta-arrestin cells, luminescence, 90 min; 410,000 tested, 0.58% active; in the data active means max activation above about 30%; further: 0% is about no effect; mostly tested at two doses, the higher about 12 µM
# Target sequence (P35462 whole entry, looked up): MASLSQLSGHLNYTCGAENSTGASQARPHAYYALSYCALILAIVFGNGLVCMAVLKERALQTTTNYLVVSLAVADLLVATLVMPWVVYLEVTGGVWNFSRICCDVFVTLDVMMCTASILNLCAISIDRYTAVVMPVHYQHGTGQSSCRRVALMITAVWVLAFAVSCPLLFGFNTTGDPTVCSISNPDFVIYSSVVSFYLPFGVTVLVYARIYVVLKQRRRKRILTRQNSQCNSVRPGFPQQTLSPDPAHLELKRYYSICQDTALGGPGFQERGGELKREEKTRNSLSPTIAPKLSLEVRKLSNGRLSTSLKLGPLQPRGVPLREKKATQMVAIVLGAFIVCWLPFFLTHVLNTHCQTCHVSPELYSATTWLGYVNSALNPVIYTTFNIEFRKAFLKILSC
#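 Agonist-mode cell screen: cells plated at 1500/well and incubated overnight at 37 °C, then exposed to library compounds for 90 min at 37 °C. Detection reagent was added for 30–60 min at room temperature, and luminescence was read.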
# D3 antag: qHTS of D3 Dopamine Receptor Antagonist: qHTS. D3R cells, DiscoveRx beta-arrestin luminescence, antagonist mode; stronger effect = lower value. max response, negative = inhibition, %. 360,000 tested, 2.5% active; in the data active means max response below about -50%; inconclusive means no clear call, values can overlap the other calls; further: on the % scale 0 is the no-effect control and ±100 the full control effect; mostly tested at two doses, the higher about 12 µM
#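 Cells expressing the human receptor were seeded at 1500 cells/well, incubated overnight at 37 degrees C in 5% CO2, then exposed to library compounds with dopamine controls for 90 minutes at 37 degrees C before luminescent detection.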
# FUS yeast rescue: qHTS for Suppressors of FUS Proteinopathy: Primary screen using FUS-linked yeast assay; Potency, µM (series often up to 76.6 µM), inactives show top-dose growth rescue (activation), most hits filed as activators; AID 1347120, 2019; S. cerevisiae FUS-expressing, growth rescue, OD600, 24 h; 390,000 tested, 0.24% active;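 further: potency means the concentration at half of the fitted maximal effect; plate controls were DMSO vehicle for no effect and reference control for full effect; nearly all actives have a fitted effect of over 55% in size; some results filed as inactive show a strong effect at the top dose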
#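 Galactose (2%) drives FUS expression in yeast precultured in raffinose; seeding density OD 0.005. Test compounds incubated 24hr at 30C and 99% humidity before absorbance at 600 nm was measured.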
# TDP43 rescue: qHTS of TDP-43 Inhibitors; TDP-43 expressing yeast growth rescue, BacTiter-Glo, 24 h; 410,000 tested, 1.8% active; Potency, µM (series often up to 46.1 µM), without a hit: at the top dose growth rescue (activation), hits mostly activators; further: potency means the concentration at half of the fitted maximal effect; % of control where 0% means no effect; nearly all actives have a fitted effect of over 50% in size
#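 Galactose-induced TDP-43 yeast, OD600=0.02, compound pinned; 24 hr, 30 deg C; BacTiter-Glo luminescence for growth. Inhibitors of TDP-43 toxicity read as activators.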
# EPAC2 antag: qHTS for Antagonist of cAMP-regulated guanine nucleotide exchange factor 2 (EPAC2): primary screen; EPAC2 GEF exchange of Rap1B-BODIPY-GDP, fluorescence; Potency, µM (top dose mostly 114 µM), for the others: at the highest dose activity, negative = inhibition, usual class: inhibitors; 360,000 tested, 0.18% active; AID 720708, 2013; further: potency means the concentration at half of the fitted maximal effect; on the % scale 0 is the no-effect control and ±100 the full control effect; nearly all actives have a fitted effect of over 45% in size; many of its hits are not listed in these tables
# aSyn rescue: qHTS of alpha-syn Inhibitors; Potency, µM (doses to about 46.1 µM), without a hit: at the top dose growth rescue (activation), actives largely listed as activators; 370,000 tested, 0.14% active; Yeast expressing alpha-synuclein, growth rescue, BacTiter-Glo, 24 h; further: potency means the concentration at half of the fitted maximal effect; % of control where 0% means no effect; nearly all actives have a fitted effect of over 65% in size
#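 Screening used galactose-induced yeast with toxic alpha-synuclein levels, exposed to compound for 24 hr at 30 deg C. Cell growth, read with BacTiter-Glo luminescence, gave the measured signal.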
# EPAC2 ag: qHTS for Agonist of cAMP-regulated guanine nucleotide exchange factor 4 (EPAC2): primary screen; 360,000 tested, 0.079% active; EPAC2 activation, biochemical qHTS; response scale: 100% = 6.5 mM cAMP response; Rap guanine nucleotide exchange factor 4 (Homo sapiens), Q8WZA2; AID 720711, 2013; Potency, µM (doses to about 154 µM), without a hit: at the highest dose activation, actives largely listed as activators; further: potency means the concentration at half of the fitted maximal effect; nearly all actives have a fitted effect of over 50% in size
#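 Readout is BODIPY fluorescence (480 nm excitation, 540 nm emission), which falls as labeled GDP is exchanged off Rap1B. EPAC2 at 100 nM acted on 250 nM RAP1B-BODIPY-GDP with 50 uM GDP present.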
# Abeta rescue: qHTS for compounds that reverse cellular toxicity of Amyloid beta (A-beta) peptide in yeast: Primary Screen; yeast expressing A-beta42, growth rescue, OD600, 48 h; response scale: 0% DMSO, 100% iron-clioquinol control; Potency, µM (top dose mostly 46.1 µM), without a hit: top-dose growth rescue, most hits filed as activators; 410,000 tested, 0.063% active; AID 1347071, 2019; further: potency means the concentration at half of the fitted maximal effect; nearly all actives have a fitted effect of over 55% in size
#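 Growth rescue measured by 600 nm absorbance after 48 h yeast culture at 30 C with compound. Values normalized between DMSO and an equimolar ferric chloride plus clioquinol control.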
# Numbers without * were called inactive; u = inconclusive; x = no result given; [ ] = dose if it differs, or a comment. Unless noted, the call rests on the fitted dose curve; in most records, active means well fitted curve in the direction sought with a large enough effect; inconclusive means small, poorly fitted or top-dose-only effect, or another doubt; inactive means no such curve, though single readings can be large; an effect the other way counts as inactive or inconclusive. A portion of the library, so the mix of outcomes need not match the whole.
No.	molecule	D3 ag	D3 antag	FUS yeast rescue	TDP43 rescue
1	CCc1cccc(NC(=O)Cn2c(=O)n(CC3CCC(C(=O)NC)CC3)c(=O)c3sccc32)c1 (stereo not given)	7	x	42%	0%
2	CCOc1ccc(N(CC)S(=O)(=O)N2CCCC(C(=O)NCc3ccc(Cl)cc3)C2)cc1 (stereo not given)	-9	x	26%	-15%
3	CC1Cc2ccccc2N1C(=O)c1ccc2snnc2c1 (stereo not given)	2	-7	16%	23%
4	COCCNS(=O)(=O)c1ccc(SC)cc1	-2	-22	-5%	0%
5	CCOCCCn1c(SCC(=O)Nc2ccc(CC)cc2)nc2ccccc2c1=O	-18	x	5%	9%
6	CC(C)C(C(=O)NC(C)(C)C)N1C(=O)c2ccccc2C1=O (stereo not given)	1	22	20%	13%
7	O=C(NCCn1cc(SCc2ccccc2F)c2ccccc21)c1cccs1	-3	x	u	u
8	C=Cc1cccc(NC(=O)COc2ccccc2)c1	1	-23	-10%	27%
9	O=C(COC(=O)c1ccc2ncsc2c1)NCc1ccccc1Cl	6	9	15%	20µM*
10	COc1cccc(N=C2CC(C)(C)CC(=O)/C2=C(/O)c2ccccc2)c1	-2	-10	9%	-11%

No.	EPAC2 antag	aSyn rescue	EPAC2 ag	Abeta rescue
1	x	x	x	9%
2	x	x	x	23%
3	24%	3%	11%	-35%
4	0%	-1%	4%	-3%
5	x	x	x	-1%
6	6%	4%	2%	20%
7	x	x	x	-5%
8	-4%	3%	-10%	4%
9	9%	23%	-8%	-7%
10	13%	11%	4%	-14%

No.	molecule	D3 ag	D3 antag	FUS yeast rescue	TDP43 rescue
11	CC(CCc1ccco1)NC(=O)CSc1cc(=O)n(C)c2ccccc12 (stereo not given)	1	-21	15%	-6%
12	CC(=O)Nc1ccc(N2C(=O)CC(Sc3nc4ccccc4s3)C2=O)cc1 (stereo not given)	-2	11	-14%	16%
13	Cc1ccc(C)c(N2CCN(C(=O)Cc3cn(C)c4ccccc34)CC2)c1	-1	4	u	u
14	Cc1cc(Cl)c(S(=O)(=O)N2CCN(c3ccccc3)CC2)cc1OCC(N)=O	7	17	6%	8%
15	Cn1cc(CCC(=O)N2CCCC(Nc3ccc(F)cc3)C2)cn1 (stereo not given)	2	15	5%	11%
16	CCOC(=O)c1cnc2c(C)cc(C)cc2c1NCCN1CCOCC1	-4	x	-3%	14%
17	Cc1cc(C)cc(-n2ccnc2SCC(=O)Nc2ccc(C)c(Cl)c2)c1	-7	x	-6%	2%
18	CCc1ccc2c(c1)[C@]1(C(=O)N2)[C@@H]2C(=O)N(Cc3ccccc3)C(=O)[C@@H]2[C@@H]2CCCN21	0	u	u	10%
19	O=C(Nc1cccc(S(=O)(=O)N2CCOCC2)c1)C1CCCC1	4	-1	-2%	15%
20	COc1ccc(C)cc1NC(=O)CSCc1ccccc1C	-7	-20	20%	13µM*

No.	EPAC2 antag	aSyn rescue	EPAC2 ag	Abeta rescue
11	13%	-2%	-1%	13%
12	1%	0%	7%	2%
13	-14%	2%	0%	8%
14	-2%	0%	-3%	12%
15	6%	-1%	7%	x
16	x	x	x	0%
17	x	u	x	7%
18	-16%	4%	-12%	5%
19	3%	-6%	6%	4%
20	-10%	11%	21%	29%

No.	molecule	D3 ag	D3 antag	FUS yeast rescue	TDP43 rescue
21	COc1ccc(CNC(=O)CCc2nc(-c3ccc(C)cc3)no2)c(OC)c1	-8	x	45%	2%
22	O=[N+]([O-])c1ccc(S(=O)(=O)NCCN2CCOCC2)cc1	9	14	0%	-5%
23	Cc1cc(C(=O)Oc2cccnc2)ccc1[N+](=O)[O-]	6	-9	-23%	-9%[0.397 µM]
24	Cc1ccc(CN2CCSc3ccc(C(=O)NCC(C)c4ccccc4)cc32)cc1 (stereo not given)	-21	x	20%	-2%
25	Cc1onc(-c2c(F)cccc2Cl)c1C(=O)c1ccccc1O	22	5	12%	-30%
26	Cc1ccc(C(=O)NCC(=O)NC2CCCC2)cc1	5	17	9%	-24%
27	COC(=O)Nc1c(C)n(C)n(-c2ccccc2)c1=O	4	-24	u	-25%
28	COc1cc2c(cc1OC)n(Cc1cccc(C(F)(F)F)c1)c(=O)n1nc(-c3ccccc3)nc21	-2	x	17%	5%
29	CCCOc1ccc(C(=O)Nc2ccccc2[N+](=O)[O-])cc1	2	43	-1%	23%
30	CC(C)c1c(O)nc(SCCOc2ccc(Cl)cc2)[nH]c1=O	5	18	24%	7%

No.	EPAC2 antag	aSyn rescue	EPAC2 ag	Abeta rescue
21	x	x	x	2%
22	11%	0%	8%	-7%
23	6%	2%	10%	-6%
24	x	x	x	-8%
25	-7%	15%	14%	-1%
26	12%	4%	6%	14%
27	-8%	-3%	8%	-6%
28	x	x	x	-11%
29	-10%	-6%	3%	4%
30	-2%	3%	7%	4%

No.	molecule	D3 ag	D3 antag	FUS yeast rescue	TDP43 rescue
31	Cc1cc2nc(-c3ccc(SCC(=O)Nc4ccc(S(=O)(=O)N5CCCC5)cc4)nc3)[nH]c2cc1C	10	7	19%	9%
32	COc1ccc(-n2nnnc2SC(C)C(=O)NC2CCCC2)cc1 (stereo not given)	1	17	-8%	11%
33	S=C(NCCN1CCCCC1)Nc1ccccc1	-5	-29	-26%	-3%
34	O=C(NC(Cc1c[nH]c2ccccc12)c1nnc2n1CCCCC2)c1ccccc1 (stereo not given)	-10	15	34%	-13%
35	O=C(c1cc2c(ccc3ccccc32)o1)N1CCCCC1	2	0	10%	9%
36	O=C(NCCN1CCOCC1)c1cccc(S(=O)(=O)N2CCCC2)c1	10	-7	x	0%
37	COc1ccc(NC(=O)CC2NCCNC2=O)c(OC)c1 (stereo not given)	3	x	-3%	7%
38	CC1(c2ccccc2)NC(=O)N(CC(=O)NCCC2=CCCCC2)C1=O (stereo not given)	-1	19	-11%	-7%
39	O=C(c1cnn2c(C(F)(F)F)cc(-c3cccs3)nc12)N1CCOCC1	3	10	-5%	-13%
40	CCCCOc1cccc(C(=O)Nc2ccc(S(=O)(=O)Nc3nnc(CC)s3)cc2)c1	6	9	43%	-6%

No.	EPAC2 antag	aSyn rescue	EPAC2 ag	Abeta rescue
31	4%	9%	10%	-15%
32	-20%	0%	4%	-9%
33	-6%	-4%	11%	0%
34	-4%	0%	11%	-5%
35	-27%	9%	8%	-12%
36	-3%	-1%	1%	-2%
37	x	x	x	-4%
38	-2%	-3%	7%	-7%
39	8%	1%	-4%	-6%
40	-16%	2%	-4%	5%

No.	molecule	D3 ag	D3 antag	FUS yeast rescue	TDP43 rescue
41	COc1cccc(CNC(=O)CSCc2cnn(-c3ccccc3)c2-n2cccc2)c1OC	-1	35	33%	u
42	Cc1ccc2oc(=O)c3cc(C(=O)N(Cc4ccccc4)C(C)C)sc3c2c1	3	x	-22%	10%
43	Cc1ccccc1-c1cc(C(=O)NCc2ccco2)nn1CC1CC(c2cccc([N+](=O)[O-])c2)=NO1 (stereo not given)	-26	u	20%	12%
44	Cc1ccccc1CN1C[C@@H]2C[C@@H](c3cn[nH]c3-c3ccc(F)cc3)N3CCC[C@@]23C1=O	-11	-4	6%	-13%
45	CC(OC(=O)CCc1nc2ccccc2c(=O)[nH]1)C(=O)NCc1ccc2c(c1)OCO2 (stereo not given)	10	-11	35%	-22%
46	CC(C)C(=O)N1CCC1(C)C(=O)Nc1ccc(-n2cccc2)cc1 (stereo not given)	8	11	4%	u

No.	EPAC2 antag	aSyn rescue	EPAC2 ag	Abeta rescue
41	-2%	21%	8%	-2%
42	x	x	x	-4%
43	-7%	-2%	-5%	11%
44	-10%	3%	1%	-1%
45	11%	-2%	4%	-3%
46	-1%	1%	8%	17%

# Given with tabs: entries from further up
no.	compound	D3 ag	D3 antag	FUS yeast rescue	TDP43 rescue	EPAC2 antag	aSyn rescue	EPAC2 ag	Abeta rescue
36	O=C(NCCN1CCOCC1)c1cccc(S(=O)(=O)N2CCCC2)c1	10	-7	x	0%	-3%	-1%	1%	-2%
37	COc1ccc(NC(=O)CC2NCCNC2=O)c(OC)c1 (stereo not given)	3	x	-3%	7%	x	x	x	-4%
38	CC1(c2ccccc2)NC(=O)N(CC(=O)NCCC2=CCCCC2)C1=O (stereo not given)	-1	19	-11%	-7%	-2%	-3%	7%	-7%
39	O=C(c1cnn2c(C(F)(F)F)cc(-c3cccs3)nc12)N1CCOCC1	3	10	-5%	-13%	8%	1%	-4%	-6%
40	CCCCOc1cccc(C(=O)Nc2ccc(S(=O)(=O)Nc3nnc(CC)s3)cc2)c1	6	9	43%	-6%	-16%	2%	-4%	5%
41	COc1cccc(CNC(=O)CSCc2cnn(-c3ccccc3)c2-n2cccc2)c1OC	-1	35	33%	u	-2%	21%	8%	-2%
42	Cc1ccc2oc(=O)c3cc(C(=O)N(Cc4ccccc4)C(C)C)sc3c2c1	3	x	-22%	10%	x	x	x	-4%
43	Cc1ccccc1-c1cc(C(=O)NCc2ccco2)nn1CC1CC(c2cccc([N+](=O)[O-])c2)=NO1 (stereo not given)	-26	u	20%	12%	-7%	-2%	-5%	11%
44	Cc1ccccc1CN1C[C@@H]2C[C@@H](c3cn[nH]c3-c3ccc(F)cc3)N3CCC[C@@]23C1=O	-11	-4	6%	-13%	-10%	3%	1%	-1%
45	CC(OC(=O)CCc1nc2ccccc2c(=O)[nH]1)C(=O)NCc1ccc2c(c1)OCO2 (stereo not given)	10	-11	35%	-22%	11%	-2%	4%	-3%
46	CC(C)C(=O)N1CCC1(C)C(=O)Nc1ccc(-n2cccc2)cc1 (stereo not given)	8	11	4%	u	-1%	1%	8%	17%
